M. tuberculosis: growth inhibition of non-replicating M. tuberculosis (AID 488890); 320,000 tested, 0.39% active; Mycobacterium tuberculosis non-replicating, growth inhibition; higher % means a stronger effect; inhibition, % at 25 µM; hits with a dose series show IC50 in µM; in the data active = a potency from the dose series; inconclusive = inhibition mostly from about 82% at the one dose, without a potency; inactive = the rest, 99 in 100 with inhibition below about 76%;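 also: plate controls were DMSO cells for no effect and high antibiotic wells for full effect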
inhibitors of VEEV: inhibitors of VEEV TC-83 cytopathic effect, confirmation, Vero cells (AID 588727). Vero cells, VEEV TC-83 cytopathic effect inhibition; higher % means a stronger effect. inhibition, % at 20 µM; hits with a dose series show IC50 in µM. 350,000 tested, 0.13% active; in the data active = a potency from the dose series; inconclusive = inhibition mostly from about 14% at the one dose, without a potency; inactive = the rest, 99 in 100 with inhibition below about 12%; also: strong numbers were not always called active
influenza NS1A: NS1A inhibition, H1N1 influenza, cell based functional assay (AID 504329). NS1A functional cell-based assay, percent inhibition; higher % means a stronger effect. 340,000 tested, 0.3% active. inhibition, % at 12.5 µM; hits with a dose series show IC50 in µM; in the data active = a potency from the dose series; inconclusive = inhibition above about 27% without an active follow-up result; also: strong numbers were not always called active
Salmonella PhoP GFP: PhoP regulon inhibitors, Salmonella typhi PhoP promoter GFP reporter, confirmatory (AID 1850); 310,000 tested, 0.33% active; inhibition, % at 50 µM; hits with a dose series show IC50 in µM; Salmonella Typhi PhoP-promoter GFP reporter, fluorescence, 4 h; higher % means a stronger effect; in the data active = a potency from the dose series; inconclusive = inhibition mostly from about 25% at the one dose, without a potency; inactive = the rest, 99 in 100 with inhibition below about 19%;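 also: 0% = induced wells with vehicle and 100% = uninduced wells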
H37Rv inhibition: M. tuberculosis growth inhibition, HTS (AID 449762) | M. tuberculosis H37Rv growth inhibition, 7H9 media; higher % means a stronger effect | inhibition, % at 25 µM; hits with a dose series show IC50 in µM | 330,000 tested, 0.59% active; in the data active = a potency from the dose series; inconclusive = inhibition above about 70% without an active follow-up result;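 also: bacterial growth assessed after seven days of incubation; strong numbers were not always called active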
Starred values were filed as active, the others as inactive; i = inactive; ? = inconclusive; · = not tested or not shown.

structure	M. tuberculosis	inhibitors of VEEV	influenza NS1A	Salmonella PhoP GFP	H37Rv inhibition
O=C(CSc1nc2c(cnn2-c2cccc(Cl)c2)c(=O)[nH]1)NCCC1=CCCCC1	10.6%	2.2%	2.1%	·	-4.2%
Cc1ccccc1C(=O)Nc1c(-c2cccs2)c(=O)c2ccccc2n1C	-2.4%	0.0%	-4.9%	-8.6%	1.9%
O=C1OCCC1S(=O)(=O)c1ccc2ccccc2c1 (centres undefined)	-6.7%	i	-1.7%	8.3%	-8.4%
O=C(NCc1ccc(F)cc1)C(c1ccc(F)cc1)N(C(=O)c1csnn1)C1CC1 (centres undefined)	-5.1%	i	-1.5%	-14.1%	-4.5%
O=C(NCC1CCCO1)c1cc(-c2ccccc2)on1 (centres undefined)	44.9%	i	-2.7%	7.3%	-3.8%
Cc1ccc(Cl)cc1NC(=S)N(C)N	2.6%	1.6%	-5.1%	11.3%	-10.8%
CCCCOC(=O)C1=C(C)NC(=O)NC1c1cc2c(cc1Br)OCO2 (centres undefined)	0.1%	1.1%	-7.5%	-1.4%	1.1%
CC(C)CC1NC(=O)c2cc(Cl)ccc2-n2c1nc1ccc(F)cc1c2=O (centres undefined)	11.7%	·	·	·	5.1%
c1ccc(COc2ncnc3c2ncn3CCCNCc2ccc3c(c2)OCO3)cc1	·	1.8%	-7.6%	·	·
COc1cccc(N=Nc2c(N)[nH][nH]c2=O)c1	22.3%	2.9%	1.1%	-9.5%	0.9%
Cc1cccc(-c2c(NC(=O)c3ccco3)oc3c(C)cccc3c2=O)c1	-0.2%	11.1%	-7.9%	12.4%	-12.2%
OC(COc1ccc(Cl)cc1)CN1C2=NCCCN2c2ccccc21 (centres undefined)	51.9%	1.7%	-2.7%	5.7%	-0.7%
CCc1ccccc1NC(=O)CSc1nnc([C@@H](N)Cc2ccccc2)o1	-10.7%	0.7%	-4.0%	-5.7%	-1.3%
O=C(NC1CCCC1)C1CC1c1ccccc1 (centres undefined)	?	3.4%	8.0%	-1.1%	-7.2%
COc1ccc(-n2c(-c3ccccc3)c[n+]3c2CCC3)cc1	4.0%	i	-1.3%	-2.2%	3.7%
CNc1ccc(/C=C(\CCC(=O)O)c2nc3ccccc3s2)cc1[N+](=O)[O-]	21.8%	1.7%	6.0%	-2.5%	8.5%
Cc1cccc(NC(=S)NCC(c2ccccc2)N(C)C)c1 (centres undefined)	12.5%	0.3%	-6.7%	-11.3%	-2.7%
CC(C)(C)c1csc(NC(=O)C2=COCCO2)n1	55.6%	2.3%	-5.2%	-0.4%	14.3%
CCOC(=O)C1CCN(Cc2ccc3ccccc3c2)CC1	46.7%	0.4%	0.8%	-4.4%	1.2%
COc1ccc(C(=O)NC(C)CCc2ccccc2)c(OC)c1 (centres undefined)	22.3%	9.7%	24.3%	-5.8%	-0.6%

Some of the entries above, reformatted:
Value order: M. tuberculosis | inhibitors of VEEV | influenza NS1A | Salmonella PhoP GFP | H37Rv inhibition
- COc1cccc(N=Nc2c(N)[nH][nH]c2=O)c1
→ 22.3% | 2.9% | 1.1% | -9.5% | 0.9%
- Cc1cccc(-c2c(NC(=O)c3ccco3)oc3c(C)cccc3c2=O)c1
→ -0.2% | 11.1% | -7.9% | 12.4% | -12.2%

The list goes on:
structure	M. tuberculosis	inhibitors of VEEV	influenza NS1A	Salmonella PhoP GFP	H37Rv inhibition
Cc1cccc(CSCCNC(=O)CSCc2ccc([N+](=O)[O-])cc2)c1	72.9%	2.9%	8.3%	-7.0%	-9.0%
COC(=O)c1cc(-c2ccc(Cl)cc2)n[nH]1	50.0%	2.2%	-0.3%	-6.8%	-7.5%
CCc1ccccc1NC(=O)c1ccc2c(c1)CCN2S(C)(=O)=O	3.9%	0.1%	-3.4%	-4.1%	2.1%
COc1ccc(NC(=O)CN(C)C(=O)c2ccc(NS(=O)(=O)c3ccc(F)cc3)cc2)cc1	2.5%	2.2%	-4.8%	10.8%	6.0%
Cc1ccc(SCC(=O)Nc2ccc(N3CCOCC3)cc2)cc1	68.5%	1.5%	1.4%	15.8%	1.9%
Cc1ccccc1C(=O)OCCN(C)Cc1ccccc1	53.3%	0.4%	-12.5%	1.4%	2.9%
NC(=O)Cn1c(=O)n(CC(=O)N2CCCCC2)c(=O)c2sccc21	-6.8%	1.2%	5.6%	2.8%	3.3%
O=C(Cc1coc(-c2ccc(F)cc2)n1)N1CCOCC1	-0.3%	0.2%	4.1%	-1.8%	4.3%
CC(N=C1NS(=O)(=O)c2ccccc21)C(=O)NCc1ccncc1 (centres undefined)	·	7.0%	-12.2%	·	·
Cc1cccnc1NC(=O)CCc1nnc2ccc(N3CCC4(CC3)OCCO4)nn12	-19.2%	1.0%	-7.5%	3.2%	-5.7%
CCOc1cc(/C=C2\SC(=S)N(NC(=O)c3cccnc3)C2=O)ccc1O	-11.7%	2.2%	·	5.5%	-6.3%
CCOC(=O)/C=C1\SCC(=O)N1CC(=O)Nc1ccc(C(C)C)cc1	24.5%	1.3%	-0.3%	6.5%	0.2%
CC1(C(=O)N(CC(=O)NC2CCCC2)Cc2ccc(Cl)cc2)CC(=O)N=C2C=CC=CN21 (centres undefined)	3.8%	i	6.3%	7.3%	-2.7%
CCOc1ccc(C2CC(c3ccc(F)cc3)n3ncnc3N2)cc1 (centres undefined)	32.7%	0.2%	7.2%	-1.6%	-6.1%
CC1(C)NC(=O)N(CC(=O)N2CCN(S(=O)(=O)c3ccccc3F)CC2)C1=O	-4.3%	2.3%	-1.2%	·	5.2%
COc1cccc(-c2cc(C(F)(F)F)n3nc(C(=O)N4CCCCC4c4cccnc4)cc3n2)c1 (centres undefined)	75.8%	?	-2.1%	3.5%	?
CC(C)C(=O)NC(=S)Nc1nnn(C)n1	67.5%	1.4%	2.3%	6.0%	-15.9%
O=C(c1ccc2nccnc2c1)N1CCN(c2ccccc2)CC1	-1.4%	6.1%	-8.4%	-2.9%	7.3%
O=C1CC(N2CCN(S(=O)(=O)c3ccc([N+](=O)[O-])cc3)CC2)C(=O)N1c1ccccc1F (centres undefined)	19.1%	1.3%	-5.1%	·	-4.6%
CCN(CC)C(=O)CSc1nnc(C2CCCCC2)o1	29.0%	0.9%	17.1%	8.9%	1.2%

The list continues.
smiles | M. tuberculosis | inhibitors of VEEV | influenza NS1A | Salmonella PhoP GFP | H37Rv inhibition
CC1CCCCN1C(=O)C(=O)c1cn(CC(=O)N2CCCC2)c2ccccc12 (centres undefined) | 9.6% | 3.9% | 8.4% | -1.4% | -3.5%
O=C1Nc2cc(C(F)(F)F)ccc2N2CCCCC12 (centres undefined) | -14.5% | 0.1% | 19.4% | -2.2% | 1.5%
Cc1ccc(NC(=S)Nc2ccc(Cl)c(Cl)c2)c(OC(F)F)c1 | ? | 7.7% | -5.8% | -3.9% | ?
Cc1ccc(/C=C/C(=O)OCC(=O)Nc2ccccc2Sc2ccccc2)cc1 | 45.4% | 0.3% | 2.5% | -13.7% | 16.0%
COc1cc(/C=N/NC(=O)CCN2CCN(c3ccccc3)CC2)cc(OC)c1OC | 24.1% | i | 9.7% | 5.6% | -5.2%
COc1ccc(CN(C)C(=O)[C@H](Cc2ccccc2)NC(=O)c2ccco2)c(OC)c1 | 25.0% | 7.8% | -12.7% | · | -10.5%
Cc1ccc(NC(=O)Nc2cnccn2)cc1 | 7.8% | 1.2% | -2.8% | 1.4% | 0.0%
O=C(N[C@H]1C/C=C\C[C@@H](CC(=O)N(CCO)Cc2ccccc2)C(=O)N2CCC[C@H]2COC1=O)OCC1c2ccccc2-c2ccccc21 | 35.7% | 1.8% | -0.5% | · | 2.2%
O=C(CCn1ccnc1)Nc1nc2ccccc2[nH]1 | 5.0% | 1.4% | 5.2% | 10.7% | 4.7%
COc1ccc(N2CCN(C(=O)CN3C(=O)NC4(CCCCC4C)C3=O)CC2)cc1 (centres undefined) | 14.6% | 0.7% | 1.0% | · | 1.9%
O=C(CNC(=O)c1ccco1)OCC(=O)c1ccccc1 | 2.6% | 0.5% | -3.8% | 1.5% | 4.0%
COc1ccc(NC(=O)CSc2nc3ccccc3c(=O)n2Cc2cccs2)c(OC)c1 | -12.8% | · | · | -5.9% | 16.5%
COc1cccc(-n2ccn(CC(=O)NCCc3ccccc3)c(=O)c2=O)c1 | -4.1% | 1.5% | 2.9% | -16.9% | 7.4%
COCCn1c(SCC(=O)NCc2ccc(OC)c(OC)c2)nc2ccccc21 | -11.0% | 0.3% | 5.0% | 4.7% | -8.2%
CCc1ccccc1NC(=O)C/C(C)=N/NC(=O)COc1ccccc1C | 4.9% | 0.2% | 6.7% | 8.4% | -0.1%
CCOc1c(Cl)cc(CNc2ccc(N3CCCC3)cc2)cc1OC | · | 5.0% | 15.9% | · | ·
CCC(c1nnnn1C1CCCC1)N1CCN(c2ccccc2)CC1 (centres undefined) | 8.1% | 2.0% | 8.2% | 13.9% | -2.3%
CCOC(=O)c1c(NC(=O)CSc2c[nH]c3ccccc23)sc2c1CCC2 | 19.2% | 1.5% | 9.2% | 1.4% | -12.8%
COc1cccc(C(C(=O)NC2CCCC2)N(C(=O)c2ccco2)c2cccc(C(C)=O)c2)c1OC (centres undefined) | 9.8% | 0.1% | 4.6% | 0.7% | 0.2%
CCCCCNC(=O)c1ccc(NS(=O)(=O)c2ccc3[nH]c(=O)[nH]c3c2)cc1 | 6.1% | 0.9% | 6.7% | -13.2% | 0.3%
Cc1c(C#N)c(N=CN(C)C)c(C(=O)c2ccc(Br)cc2)n1-c1ccc(Cl)cc1 | 15.4% | i | 12.2% | -2.0% | 3.6%
COc1cc2c(cc1OC)CN(C(=O)CCc1c[nH]c3ccccc13)[C@H](C(=O)O)C2 | -5.3% | i | -9.8% | -1.7% | -4.3%
O=C(CCCc1ccccc1)Nc1ccccc1[N+](=O)[O-] | 71.6% | i | 8.2% | 1.6% | 5.0%
CS(=O)(=O)N(Cc1ccccc1)c1ccccc1C(=O)N1CCN(c2ccccc2)CC1 | 18.4% | 4.8% | 5.7% | 2.9% | 4.3%
Cc1ccsc1/C=N/n1c(-c2ccccc2)n[nH]c1=S | 1.0% | 2.7% | 0.5% | -9.8% | -18.8%

An excerpt of these results, field by field.
CCCCCNC(=O)c1ccc(NS(=O)(=O)c2ccc3[nH]c(=O)[nH]c3c2)cc1
- M. tuberculosis = 6.1%
- inhibitors of VEEV = 0.9%
- influenza NS1A = 6.7%
- Salmonella PhoP GFP = -13.2%
- H37Rv inhibition = 0.3%
Cc1c(C#N)c(N=CN(C)C)c(C(=O)c2ccc(Br)cc2)n1-c1ccc(Cl)cc1
- M. tuberculosis = 15.4%
- inhibitors of VEEV = i
- influenza NS1A = 12.2%
- Salmonella PhoP GFP = -2.0%
- H37Rv inhibition = 3.6%

More structures.
smiles | M. tuberculosis | inhibitors of VEEV | influenza NS1A | Salmonella PhoP GFP | H37Rv inhibition
CN(CC(=O)NCc1ccccc1)CC(=O)Nc1ccc(Cl)c(C(F)(F)F)c1 | 46.6% | 5.5% | -9.9% | · | -8.2%
COc1ccc(OC)c(NC(=O)c2cccc(NC(=O)c3ccccc3C(=O)O)c2)c1 | -6.6% | 0.2% | -19.7% | 0.2% | -0.5%
COc1ccc(Nc2cc(NCCCO)c([N+](=O)[O-])c3nonc23)cc1 | ? | 0.4% | 4.8% | -9.1% | 58.3%
Cc1noc(C)c1COC(=O)[C@@H](NC(=O)c1ccccc1)C(C)C | -17.4% | i | -4.5% | -0.2% | -12.9%
CCc1ccc2nc(N(CCN(C)C)C(=O)/C=C/c3cccs3)sc2c1 | 73.5% | i | 3.6% | -0.7% | 54.8%
CCCCn1c(-c2ccc(F)c(F)c2)nc2cc3[nH]c(=O)c(C(C)C)nc3cc21 | 19.1% | 2.6% | 6.9% | -7.8% | 3.8%
Cc1cc(C(=O)NC2CC(C)(C)Cc3c2cnn3-c2cccc(F)c2)nn1C (centres undefined) | 9.3% | 7.0% | 13.7% | -1.0% | -2.5%
CCOC(=O)c1c(C)[nH]c(C(=O)COc2ccc3c(c2)OCO3)c1C | 4.8% | 8.8% | 2.4% | 13.1% | -4.0%
CC(C)C(NC=C1C(=O)OC(C)(C)OC1=O)C(=O)O (centres undefined) | 5.0% | i | 6.6% | 9.1% | -4.7%
Cc1ccc(CNc2ccc(N3CCOCC3)cc2)s1 | 9.0% | 6.2% | 13.2% | -0.1% | -9.0%
CC(C)[C@H](NC(=O)c1ccco1)C(=O)OCC(=O)Nc1ccccc1OC(F)F | 10.2% | 1.0% | -8.7% | 4.1% | 0.9%
COc1cc(CNc2cccc(F)c2)cc(Br)c1O | 12.2% | 2.1% | 15.4% | -11.1% | -5.4%
COc1ccc(OC)c(CC(NC(C)=O)C(=O)NC2CCN(C(=O)c3cccc(C)c3)CC2)c1 (centres undefined) | · | 1.1% | 5.5% | · | ·

Screens as filed in PubChem.
